Assay outcomes (PubChem)
MazF activator: activators of E. coli MazEF toxin-antitoxin RNase, primary screen, biochemical, fluorescence, uHTS | Endoribonuclease toxin MazF (Escherichia coli (strain K12)), P0AE70 | FAM/BHQ RNA-DNA oligo cleavage fluorescence, 5 h | activation, % at 20 µM | 0.32% of 350,000 active | AID 504720, 2011; in the data active means activation above about 50%
Target sequence (P0AE70 whole entry, looked up): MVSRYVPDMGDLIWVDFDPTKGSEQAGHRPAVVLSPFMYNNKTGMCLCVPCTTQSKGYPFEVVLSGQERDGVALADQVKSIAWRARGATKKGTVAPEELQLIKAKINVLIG
FadD28 binding: inhibitors of FadD28 bisubstrate probe binding, primary screen, biochemical, fluorescence polarization, single point; 0.22% of 360,000 active; Mycobacterium tuberculosis FadD28 fatty-acid-AMP ligase; inhibition, % at 12.5 µM; in the data active means inhibition above about 8.5%, passing the limit was not always enough; inconclusive means no clear call, values can overlap the other calls
BoNT-F LC inh: BoNT/F light chain protease inhibitors, primary screen, biochemical, flow cytometry, MLPCN library; Botulinum neurotoxin type F light chain protease (Clostridium botulinum); Multiplex microsphere protease cleavage assay; inhibition, % at 10 µM; 0.22% of 360,000 active; AID 588497, 2011; in the data active means inhibition above about 35%, passing the limit was not always enough; inconclusive means no clear call, values can overlap the other calls; further: plate controls were buffer without enzyme for full effect and enzyme alone for no effect
Mtb UGM inh: M. tuberculosis UGM enzyme inhibitors, primary screen, biochemical, fluorescence polarization, single point. UDP-galactopyranose mutase (Mycobacterium tuberculosis (strain ATCC 25618 / H37Rv)), …. purified UGM, fluorescence polarization probe displacement. inhibition, % at 10 µM. 0.06% of 320,000 active; in the data active means inhibition above about 10%, passing the limit was not always enough; inconclusive means no clear call, values can overlap the other calls
PrPC TRFRET: inhibitors of human cell surface prion protein PrPC, primary screen, cell-based, TR-FRET. Major prion protein (Homo sapiens), P04156. TR-FRET read-out. inhibition, % at 13.8 µM. 0.43% of 370,000 active. AID 720596, 2013; in the data active means inhibition above about 24%; further: 0% = median of the test wells and 100% = reference compound wells
Mtb FBA inh: Mtb FBA enzyme inhibitors, primary screen, biochemical, fluorescence, strain H37Rv; purified M. tuberculosis FBA, fluorescence read-out; AID 588726, 2011; Fructose-bisphosphate aldolase (Mycobacterium tuberculosis (strain ATCC 25618 / H37Rv)), …; 2.3% of 360,000 active; inhibition, % at 1 µM; in the data active means inhibition above about 27%;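 further: 0% = vehicle and 100% = reference inhibitor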
Target sequence (P9WQA3 whole entry, looked up): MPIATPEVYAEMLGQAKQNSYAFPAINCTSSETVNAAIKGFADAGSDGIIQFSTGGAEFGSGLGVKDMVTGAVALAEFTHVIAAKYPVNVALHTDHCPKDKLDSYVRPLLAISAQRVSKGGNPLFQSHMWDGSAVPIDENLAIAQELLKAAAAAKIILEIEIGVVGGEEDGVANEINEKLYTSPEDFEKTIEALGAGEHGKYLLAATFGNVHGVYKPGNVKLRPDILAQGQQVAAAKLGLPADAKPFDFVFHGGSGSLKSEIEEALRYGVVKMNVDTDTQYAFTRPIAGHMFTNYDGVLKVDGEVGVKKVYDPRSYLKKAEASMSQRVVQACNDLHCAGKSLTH
BioA inh: M. tuberculosis BioA enzyme inhibitors, primary screen, biochemical, plate reader, single point, HTS. 7,8-diaminopelargonic acid synthase BioA (Mycobacterium tuberculosis). purified M. tuberculosis BioA enzyme. AID 602481, 2012. 0.096% of 360,000 active. inhibition, % at 9.99 µM; in the data active means inhibition above about 40%; inconclusive means no clear call, values can overlap the other calls
GDH-TPI inh: GDH-TPI coupling enzyme inhibitors, primary screen, artefact control for M. tuberculosis FBA inhibitor project, biochemical, absorbance, full deck; GDH-TPI coupled enzyme counterscreen, NADH absorbance; inhibition, % at 4.8 µM; 1.2% of 360,000 active; in the data active means inhibition above about 30%;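 further: 0% = DMSO wells and 100% = wells lacking the enzyme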
Rv3671c inh: Rv3671c serine protease inhibitors, primary screen, biochemical, fluorescence polarization, M. tuberculosis H37Rv; 0.048% of 320,000 active; inhibition, % at 5.96 µM; P9WHR9; in the data active means inhibition above about 38%;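 further: extracellular domain of Rv3671c used as enzyme; 0% = enzyme with DMSO and 100% = no enzyme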
Target sequence (P9WHR9 whole entry, looked up, the tested form may be a part): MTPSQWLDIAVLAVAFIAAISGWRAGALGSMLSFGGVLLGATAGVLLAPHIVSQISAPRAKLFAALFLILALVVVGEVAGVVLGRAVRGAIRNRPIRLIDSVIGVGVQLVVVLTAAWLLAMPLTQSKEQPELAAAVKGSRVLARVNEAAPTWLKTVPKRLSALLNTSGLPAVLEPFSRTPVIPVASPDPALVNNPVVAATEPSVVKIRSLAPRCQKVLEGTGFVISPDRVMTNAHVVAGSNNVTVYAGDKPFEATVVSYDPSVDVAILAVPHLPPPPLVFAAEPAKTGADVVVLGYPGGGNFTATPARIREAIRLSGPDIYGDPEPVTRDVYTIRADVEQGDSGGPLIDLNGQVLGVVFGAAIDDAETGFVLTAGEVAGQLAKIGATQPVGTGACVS
* marks the source's active call; other numbers are inactive results; ? = inconclusive; · = not tested or not shown; & = joins results of further samples. Compounds as they come; overall some 4.8% were active at least once.

Every second line gives: MazF activator	FadD28 binding	BoNT-F LC inh	Mtb UGM inh	PrPC TRFRET	Mtb FBA inh	BioA inh	GDH-TPI inh	Rv3671c inh
- CCOC(=O)c1cccc(NS(=O)(=O)c2ccc(NC(C)=O)cc2)c1
→ -1.4	-1.2	-1.8	2.1	12.8	4.1	-0.6	8.7	-2.4
- C=C1CSc2nc(=O)c3c4c(sc3n21)CCC4
→ 1.1	-1.2	8.9	2.1	3.0	1.3	1.7	24.9	-1.9
- COc1ccc(C)cc1NC(=O)C1COc2ccccc2O1 (stereo unspecified)
→ -24.5	-3.3	-9.8	-0.4	4.6	-1.1	0.0	-2.5	-20.0
- Cn1c(=O)c2c(nc3n2CC(CO)O3)n(C)c1=O (stereo unspecified)
→ 9.6	-0.5	?	1.9	4.7	-0.8	-2.4	15.4	-11.2
- Cc1cc(C2CC(=O)Nc3ccccc3S2)c(C)s1 (stereo unspecified)
→ 1.7	-4.5	?	-3.2	-7.5	2.4	·	2.0	1.1
- COc1ccc(N2C(=O)C3C4C=CC(C4)C3C2=O)c([N+](=O)[O-])c1 (stereo unspecified)
→ 5.8	-1.6	1.1	0.2	-8.7	2.1	·	0.9	-5.2
- O=C(CNC(=O)c1ccco1)NC1CCCCCC1
→ 0.6	-1.1	-6.9	·	0.8	4.0	-0.9	7.2	1.9
- Cc1ccc(SCCc2cc[n+](CC(=O)c3ccccc3)cc2)cc1
→ 8.3	3.4	-39.8	-2.0	-6.1	0.9	·	4.3	-0.1
- CSc1nnc2ccc(-c3ccccn3)nn12
→ 5.4	-0.9	-1.7	1.0	-15.4	-1.3	0.1	4.6	8.7
- CCNC(=O)C1CCCN(C(=O)c2ccc(-c3ccccc3)cc2)CC1 (stereo unspecified)
→ ·	-2.1	0.1	·	-4.6	1.5	0.3	12.0	·
- C[C@H](CO)N1C[C@H](C)[C@@H](CN(C)C(=O)Nc2ccc3c(c2)OCO3)Oc2ccc(NC(=O)Cc3ccccc3)cc2C1=O
→ 6.5	-0.9	-4.9	-0.8	6.3	-1.7	1.3&13.9	8.5	-2.3
- CC(Oc1ccc(Cl)cc1)C(=O)N1CCN(C(=O)c2ccco2)CC1 (stereo unspecified)
→ 2.5	-2.6	·	1.4	-5.2	-0.5	1.9	2.5	-5.0
- Cc1ccccc1OCc1nnc(SC(C)C(=O)O)n1Cc1ccccc1 (stereo unspecified)
→ -29.2	-1.5	-2.8	4.8	5.6	-2.1	0.5	1.3	2.4
- O=C(Nc1ccc(C(=O)O)cc1)/C(=C\c1ccccc1)NC(=O)c1ccc(Br)cc1
→ 0.2	-3.7	-3.1	-0.8	5.0	1.1	-1.0	-8.8	3.9
- N#Cc1ccccc1OCC(=O)OCC(=O)NC1CCCC1
→ -1.1	0.3	-5.9	-0.6	-6.2	1.3	-0.5	2.2	4.3
- Clc1ccc(C2=Nn3c(nnc3-c3cccnc3)SC2)s1
→ 2.3	-0.3	6.7	-1.2	-2.6	-10.0	·	11.2	-1.3
- COC(=O)c1cc(C)sc1NC(=O)CCCC(=O)O
→ 2.6	2.0	11.5	2.5	-3.4	3.7	-0.2	18.6	-4.2
- CC(C)(C)c1ccc(NC(=O)Nc2ccc(F)cc2)cc1
→ 6.7	-0.6	3.6	2.5	11.3	1.8	-1.0	2.5	-10.4
- COc1cccc(C(=O)COc2ccc(NC(=O)c3cccs3)cc2)c1
→ -0.7	-3.0	4.8	-0.8	3.8	0.2	-0.8	7.9	-4.6
- Cc1cc(C)cc(OCc2nnc(SCC(=O)c3ccc(Br)cc3)o2)c1
→ -0.6	-4.0	-45.4	1.2	0.5	3.4	-0.1	-13.6	4.4
- Cc1c(C(=O)OCC(=O)N2CCCC2=O)oc2ccccc12
→ 3.0	-2.5	-7.3	-1.0	0.8	3.0	-1.0	-3.9	1.9
- CN1CCN(C(c2ccc(F)cc2)c2nnnn2Cc2cccs2)CC1 (stereo unspecified)
→ 9.2	-0.5	-3.1	-1.1	-11.9	3.1	-0.3	0.0	-4.1
- CN(C(=O)c1cccs1)c1ccc(OCC(=O)N2CCC(C(N)=O)CC2)cc1
→ 2.2	-1.1	-1.6	1.4	-3.9	-0.8	13.5	1.3	-1.7
- CC(C)CN(C(=O)CSc1ncnc2ccccc12)C1CCS(=O)(=O)C1 (stereo unspecified)
→ -0.7	-0.7	0.6	0.8	-5.8	5.8	-3.6	-3.5	-7.3
- CCC(Cc1ccccc1)NC(=O)CCNS(=O)(=O)c1cc(Br)cnc1N (stereo unspecified)
→ -10.1	-2.5	-0.6	0.4	6.8	3.3	-3.0	8.6	3.7
- CN1CCC(N(C)S(=O)(=O)c2ccc(NC(=O)COc3cccc(Cl)c3)cc2)CC1
→ -3.0	-3.3	-8.9	4.4	-10.9	1.4	·	0.7	6.3
- CCOC(=O)C1CCN(S(=O)(=O)c2cc(C(=O)N3CCCCC3)ccc2OC)CC1
→ 2.3	-2.1	0.3	-1.0	0.2	1.2	-0.4	7.6	5.4
- CC(=O)N1CCN(Cc2ccc(Br)s2)CC1
→ 0.9	-2.2	2.7	-0.9	1.7	3.0	·	-1.9	4.8
- CC(C)CC(NC(=O)C1CCC(C)CC1)C(=O)NCc1cccnc1 (stereo unspecified)
→ 5.5	-4.6	-9.7	-0.5	-1.2	0.8	-1.0	-5.9	-6.7
- CC(Oc1ccccc1)C(=O)N1CCC2(CC1)Oc1ccc(F)cc1C(=O)C21CC(c2cccnc2)=NO1 (stereo unspecified)
→ 4.0	-2.3	-1.3	1.0	-0.7	2.1	-0.4	-3.9	-5.6
- COC(=O)[C@H](CC(C)C)NC(=O)Cn1cnc2c(SC)nc(N)nc21
→ 4.0	-0.9	-6.0	0.2	-2.8	6.0	0.5	8.5	1.5
- Cc1ccc(OCCNC(=O)c2ccc(COc3ccccc3)o2)cc1
→ -5.2	-1.2	16.7	1.8	2.2	-3.2	·	4.3	-3.7
- COc1ccccc1C(=O)NCCC(=O)N1CCN(C(C)=O)CC1
→ 0.3	2.1	-52.8	-1.0	3.3	3.7	·	2.1	6.7
- S=C(c1ccc(Cl)cc1)N1CCN(Cc2ccccc2)CC1
→ -9.3	-3.0	3.2	-0.6	11.7	-2.2	·	-2.5	2.8
- CCN1CCN(Cc2oc(CO)cc(=O)c2O)CC1
→ -5.2	-2.8	1.9	1.6	-5.6	-1.6	-1.1	1.0	-3.0
- COc1ccc(N2CCN(C(=O)Cc3ccc(S(=O)(=O)N4CCOCC4)s3)CC2)cc1
→ -7.4	1.5	-2.5	0.7	5.0	1.2	·	3.7	-3.3
- COc1ccc(C(C(=O)NC2CCCC2)N(C(=O)c2ccoc2C)c2ccccc2)cc1 (stereo unspecified)
→ -3.8	-3.7	-7.2	1.6	-0.6	-4.9	-1.2	-5.5	-3.1
- Cc1cc(C)n(CCC(=O)N/N=C/c2ccc(O)cc2)n1
→ -1.9	-2.6	-0.9	2.1	4.9	0.2	·	0.7	0.6
- Cc1ccc(S(=O)(=O)N2CCOCC2)cc1NC(=O)Cn1cc(C(F)(F)F)cc(Cl)c1=O
→ 2.7	-3.0	-0.6	-2.5	-1.2	4.2	0.1	-5.2	-4.8
- COc1cc2[nH]c(=S)nc(NCc3ccccn3)c2cc1OC
→ 14.5	-3.6	-7.2	·	-3.5	-4.8	·	0.4	·
- COc1ccc(C(=O)N2CCN(C(=O)Cc3ccccc3)CC2)cc1OC
→ 2.0	-0.8	-14.0	-2.7	-3.6	1.3	0.1	0.0	-0.3
- COc1cccc(C(=O)C2CCCN(Cc3cccc(-n4nc(C)cc4C)c3)C2)c1 (stereo unspecified)
→ -2.0	-0.9	4.0	1.1	-4.6	-0.6	·	6.8	0.8
- Cc1nn(C)cc1C(=O)/C=C/c1ccc([N+](=O)[O-])cc1
→ 3.9	-2.0	-1.0	1.6	-7.9	-0.8	·	14.0	-0.3
- O=c1nc(-c2ccccc2)nc(-c2ccccc2)[nH]1
→ 2.4	-4.2	?	-1.6	-3.8	-1.3	9.0	-5.4	-1.7
- CCCCOc1ccc(S(=O)(=O)NC(=O)C2(C)CCN2C(=O)c2cccc(F)c2)cc1 (stereo unspecified)
→ ·	-0.8	-7.9	·	-8.0	-1.6	-0.2	3.9	·
- CCN(c1ccccc1C)S(=O)(=O)c1cc2c3c(c1)CCC(=O)N3CCC2
→ 1.2	2.7	0.3	-3.8	8.1	-1.7	-0.6	3.5	-6.9
- CC(=O)N1c2ccc(S(=O)(=O)N3CCC(C(=O)N4CCN(c5cc(Cl)ccc5C)CC4)CC3)cc2CC1C (stereo unspecified)
→ 3.4	0.2	0.9	-1.8	15.1	-0.6	-0.8	-0.8	-4.1
- COc1cccc(/C=c2\sc3nc(-c4cccs4)nn3c2=O)c1OC
→ -4.8	-4.6	4.4	-1.9	5.3	-5.8	-2.4	5.3	-3.8
- O=C(COc1ccccc1CNC[C@H]1O[C@@H](n2ccc(=O)[nH]c2=O)[C@H](O)[C@@H]1O)N1CCCCC1
→ ·	-0.7	3.9	·	5.6	0.9	-2.1	·	·
- CC(=O)c1sc(NC(=O)c2cccs2)nc1C
→ 0.8	0.4	18.8	-2.0	-7.2	-0.8	1.0	23.1	2.9

(list continues)
Every second line gives: MazF activator	FadD28 binding	BoNT-F LC inh	Mtb UGM inh	PrPC TRFRET	Mtb FBA inh	BioA inh	GDH-TPI inh	Rv3671c inh
- Cc1ccc2[nH]c(-c3cccc(F)c3)cc(=O)c2c1
→ 8.3	-1.2	-2.5	-2.0	0.8	11.0	1.1	15.1	-9.7
- CCn1c(SCC(=O)Nc2cc(C)on2)nnc1-c1cccs1
→ 0.8	-4.5	-14.1	1.3	-1.2	2.0	8.4	3.1	3.3
- COc1ccc(S(=O)(=O)Cc2ccc(C(=O)NCc3ccco3)o2)cc1
→ -5.6	0.5	-4.5	1.0	-6.2	-0.3	-0.7	1.0	1.1
- CCOC(=O)c1sc(C)c2c1NC(c1ccc(N(C)C)cc1)NC2=O (stereo unspecified)
→ -1.1	-2.7	3.9	-0.9	4.3	6.1	-1.1	9.8	-1.7
- C[C@H](CO)N1C[C@H](C)[C@@H](CN(C)C(=O)NC2CCCCC2)OCc2cnnn2CCCC1=O
→ -9.2	-1.1	-0.5	·	-3.8	0.7	-2.0&0.2&0.4	6.2	·
- COc1cccc(NC(=O)CN(C)CC(=O)Nc2ccccc2-c2ccccc2)c1
→ -4.6	-0.7	0.4	3.9	-7.1	-0.1	1.8	3.8	12.0
- O=C(O)C1CSC(c2ccc3c(c2)OCO3)N1 (stereo unspecified)
→ -2.3	-3.2	-1.9	4.0	4.2	41.5*	0.3	0.0	-3.6
- Cc1cc(C)n(-c2nc3c(c(=O)[nH]c(=O)n3C)n2Cc2ccc(F)cc2)n1
→ 13.2	-1.5	-3.8	?	4.2	3.2	-2.5	-1.9	3.2
- C[C@H]1CC[C@@]2(O[C@H](CCO)C[C@H](O)[C@H]2O)O1
→ 10.6	-1.4	2.8	1.5	-6.4	2.1	-0.9	6.2	-1.6

A few values from above.
O=C(O)C1CSC(c2ccc3c(c2)OCO3)N1 (stereo unspecified) in Mtb UGM inh shows 4.0
Cc1cc(C)n(-c2nc3c(c(=O)[nH]c(=O)n3C)n2Cc2ccc(F)cc2)n1 in Mtb FBA inh shows 3.2
